High-throughput results: PubChem, The Scripps Research Institute Molecular Screening Center
TEAD-YAP inh – TEAD-YAP interaction inhibition. HEK-TIYL cells, TEAD-Gal4/YAP UAS-luciferase luminescence. 640,000 tested, 1.4% active. inhibition, % at 9.12 µM; in the data active = inhibition above about 32%;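 also: 0% = median of test compound wells and 100% = reference inhibitor wells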
MITF inh – blocks human microphthalmia-associated transcription factor; O75030; AlphaScreen MITF homodimerization, bead proximity signal; inhibition, % at 2.6 µM; 650,000 tested, 0.91% active; in the data active = inhibition above about 50%;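 also: 0% = vehicle wells with protein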
Target sequence (O75030 whole entry, looked up): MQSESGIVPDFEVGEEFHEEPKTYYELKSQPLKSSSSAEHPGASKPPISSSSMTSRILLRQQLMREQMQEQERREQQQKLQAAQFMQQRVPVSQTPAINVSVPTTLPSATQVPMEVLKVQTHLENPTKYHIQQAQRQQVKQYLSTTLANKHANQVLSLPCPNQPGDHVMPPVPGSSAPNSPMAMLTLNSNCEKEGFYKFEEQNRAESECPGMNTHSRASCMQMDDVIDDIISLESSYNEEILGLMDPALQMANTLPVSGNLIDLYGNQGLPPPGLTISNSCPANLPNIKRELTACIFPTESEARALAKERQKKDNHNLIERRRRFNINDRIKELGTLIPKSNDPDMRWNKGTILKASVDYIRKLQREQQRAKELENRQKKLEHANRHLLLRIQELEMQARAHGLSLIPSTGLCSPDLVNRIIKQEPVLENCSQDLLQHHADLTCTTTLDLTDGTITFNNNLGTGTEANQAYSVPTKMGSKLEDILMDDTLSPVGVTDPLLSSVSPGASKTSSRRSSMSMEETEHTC
GPR151 activ – human GPR151 activation | Q8TDV0 | 650,000 tested, 1% active | activation, % at 11.2 µM | AID 1508602 | PathHunter beta-arrestin GPR151 cells, luminescence; in the data active = activation above about 4.9%;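 also: 0% = median of compound wells and 100% = cells with positive control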
Target sequence (Q8TDV0 whole entry, looked up): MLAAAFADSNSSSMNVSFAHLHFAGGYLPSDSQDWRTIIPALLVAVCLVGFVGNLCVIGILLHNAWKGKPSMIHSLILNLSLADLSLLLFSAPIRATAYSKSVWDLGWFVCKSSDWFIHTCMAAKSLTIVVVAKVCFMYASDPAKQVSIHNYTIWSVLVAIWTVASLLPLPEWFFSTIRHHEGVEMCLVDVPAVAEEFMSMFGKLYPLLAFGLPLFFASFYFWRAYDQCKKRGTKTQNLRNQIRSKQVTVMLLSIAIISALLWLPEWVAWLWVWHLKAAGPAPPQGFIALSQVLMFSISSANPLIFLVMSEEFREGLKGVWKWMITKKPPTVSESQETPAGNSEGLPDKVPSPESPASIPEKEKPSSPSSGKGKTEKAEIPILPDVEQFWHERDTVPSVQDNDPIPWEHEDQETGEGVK
FBW7 activator – activators of human E3 ligase FBW7; AlphaScreen FBW7–phospho-cyclin E peptide binding, activator screen; normalized activity (activation), % at 26.1 µM; Q969H0; 650,000 tested, 0.13% active; in the data active = normalized activity above about 1.9%;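 also: purified mutant Fbw7 with reduced substrate affinity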
An asterisk follows results filed as active.

For C/C(=C\c1ccco1)CN1CCc2nnc(C(C)NC(=O)CCc3ccccc3)n2CC1 (stereo not given) the results were TEAD-YAP inh 11, MITF inh 10, GPR151 activ 0.5 and FBW7 activator 0.1.
For CC(=O)c1ccc(NC(=O)CSc2nc3ccc(NC(=O)c4cccc(C)c4)cc3s2)cc1 the results were TEAD-YAP inh 0, MITF inh -5, GPR151 activ 0.4 and FBW7 activator 0.1.
For Cc1ccc(C)c(Cc2c(C)nc3c(C(=O)NCc4ccc(Cl)cc4)cnn3c2C)c1 the results were TEAD-YAP inh -2, MITF inh -2, GPR151 activ -0.1 and FBW7 activator 0.0.
`NC(=O)c1ccccc1NC(=O)CN1CCC(O)(c2ccc(F)cc2)CC1` gave TEAD-YAP inh 8, MITF inh -25, GPR151 activ -0.3 and FBW7 activator 0.0.
For COc1ccccc1NC(=O)C(=O)NCCO the results were TEAD-YAP inh -5, MITF inh -9, GPR151 activ -1.7 and FBW7 activator 0.0.
Screening CCCn1c(SCC(=O)Nc2ccc(C(C)=O)cc2)n[nH]c1=O returned TEAD-YAP inh -7, MITF inh -6, GPR151 activ 0.5 and FBW7 activator 0.1.
For COC(=O)C1=C(C)N(CC(C)C)C(=O)/C1=C\c1ccc(O)c(OC)c1 the results were TEAD-YAP inh 6, MITF inh 11, GPR151 activ 1.7 and FBW7 activator -0.4.
O=C(Nc1c2c(nn1-c1ccc(F)cc1)CSC2)c1cc2ccccc2oc1=O was read as TEAD-YAP inh 5, MITF inh 5, GPR151 activ 3.4 and FBW7 activator -0.1.
CCc1cc2cc3c(cc2nc1SCC(=O)Nc1c[nH]c(=O)[nH]c1=O)OCO3 was read as TEAD-YAP inh 1, MITF inh 5, GPR151 activ -0.6 and FBW7 activator 0.1.
Screening CCCCCC(=O)N1c2ccccc2NC2=C(C(=O)CC(c3ccco3)C2)C1c1cccs1 (stereo not given) returned TEAD-YAP inh 4, MITF inh -3, GPR151 activ 0.1 and FBW7 activator 0.1.
Screening O=C(CNC(=O)c1sc2ccccc2c1Cl)OCC(=O)c1ccc2c(c1)OCCO2 returned TEAD-YAP inh 1, MITF inh -6, GPR151 activ 0.1 and FBW7 activator -0.1.
`COc1ccc(C(=O)Nc2nc3c(s2)CCCC3C(=O)NCc2ccc(C)cc2)cc1` (stereo not given) gave TEAD-YAP inh 8, MITF inh 14, GPR151 activ -0.9 and FBW7 activator 0.8.
`COc1ccccc1C1CC(c2c(-c3ccccc3)c3cc(Br)ccc3[nH]c2=O)=NN1C(=O)CCC(=O)O` (stereo not given) gave TEAD-YAP inh 10, MITF inh 0, GPR151 activ 1.4 and FBW7 activator -0.1.
Screening CC(=O)C(C)Sc1ncnc2scc(-c3ccccc3)c12 (stereo not given) returned TEAD-YAP inh -10, MITF inh 3, GPR151 activ -0.6 and FBW7 activator 0.2.
`Cc1cccc(CN2CCN(Cc3cnn(-c4ccccc4Cl)c3)CC2CCO)n1` (stereo not given) gave TEAD-YAP inh 13, MITF inh 1, GPR151 activ -1.9 and FBW7 activator -0.1.
Screening NC(=O)c1c(NC(=O)C(F)(F)Br)sc2c1CCC2 returned TEAD-YAP inh -7, MITF inh -10, GPR151 activ -0.5 and FBW7 activator -0.5.
For C/C(CC(=O)Nc1ccccn1)=N\NC(=O)C(=O)Nc1ccccc1C the results were TEAD-YAP inh -8, MITF inh 10, GPR151 activ -0.6 and FBW7 activator -0.1.
Nc1cccc(-c2nc(NC3CC3)c3ncn(-c4ccsc4)c3n2)c1 was read as TEAD-YAP inh 23, MITF inh 11, GPR151 activ 0.2 and FBW7 activator 0.1.
`CCc1nnc(-c2cccc(OCc3cccnc3)c2)o1` gave TEAD-YAP inh -1, MITF inh -17, GPR151 activ -0.8 and FBW7 activator 0.0.
For CC1CC(C)(C)NC(=S)N1CCCC(=O)NCCc1ccc(Cl)cc1 (stereo not given) the results were TEAD-YAP inh 7, MITF inh 6, GPR151 activ 0.2 and FBW7 activator 0.0.
`Cc1ccc(S(=O)(=O)Oc2ccc(C(=S)N3CCOCC3)cc2)cc1` gave TEAD-YAP inh 0, MITF inh 10, GPR151 activ 0.7 and FBW7 activator -0.3.
`COc1nc(NCCCN2CCCC2=O)nc(-c2csc3ccccc23)n1` gave TEAD-YAP inh -22, MITF inh 4, GPR151 activ 0.3 and FBW7 activator 0.1.
CCc1nc2ccccc2c(C(=O)OCC#N)c1C was read as TEAD-YAP inh 9, MITF inh 3, GPR151 activ 0.9 and FBW7 activator 0.1.
Screening CCCC(=O)NC(C)C(c1cccs1)N1CCN(C)CC1 (stereo not given) returned TEAD-YAP inh 13, MITF inh -10, GPR151 activ 0.5 and FBW7 activator -0.1.
Screening CCC(C)NCC(O)COc1ccc(C)cc1C (stereo not given) returned TEAD-YAP inh -3, MITF inh -17, GPR151 activ 0.4 and FBW7 activator 0.0.
For O=C(Nc1ccc(NC(=O)c2cccs2)cc1)c1ccc2ccccc2c1 the results were TEAD-YAP inh -21, MITF inh -5, GPR151 activ 0.3 and FBW7 activator -0.3.
CCOc1ccccc1-n1c(=S)sc2c(=O)n(-c3ccccc3)c(SCC(=O)NC3CCCCC3)nc21 was read as TEAD-YAP inh 22, MITF inh 40, GPR151 activ 1.6 and FBW7 activator -0.1.
`COc1cc2nc(N3CCOCC3)nc(Nc3ccc(N4CCOCC4)cc3)c2cc1OC` gave TEAD-YAP inh 2, MITF inh 18, GPR151 activ 0.9 and FBW7 activator 0.2.
COCCNC(=O)CSc1ncnc2c1cnn2-c1cccc(Cl)c1 was read as TEAD-YAP inh 1, MITF inh 1, GPR151 activ -0.5 and FBW7 activator -0.2.
For COCCNc1nc2ccccn2c(=O)c1/C=C1\SC(=S)N(C(C)C)C1=O the results were TEAD-YAP inh 11, MITF inh 4, GPR151 activ 1.7 and FBW7 activator 0.0.
Screening COc1cccc(NC(=O)Nc2cccn(Cc3ccc(C)cc3)c2=O)c1 returned TEAD-YAP inh 16, MITF inh 2, GPR151 activ 0.6 and FBW7 activator 0.0.
For O=C1CSc2ccc(C(=O)NCc3ccccc3)cc2N1 the results were TEAD-YAP inh -4, MITF inh -10, GPR151 activ 0.5 and FBW7 activator 0.2.
Screening CNC(=O)CN(Cc1ccc(Br)cc1)S(=O)(=O)c1ccc(C)cc1 returned TEAD-YAP inh 13, MITF inh 10, GPR151 activ 2.4 and FBW7 activator 0.5.
For CN(CC(=O)NC1=NCCS1)S(=O)(=O)c1ccc(Cl)cc1 the results were TEAD-YAP inh 4, MITF inh 9, GPR151 activ 0.3 and FBW7 activator 0.3.
CCC(C)NC(=O)c1cc(-c2ccccc2)on1 (stereo not given) was read as TEAD-YAP inh -75, MITF inh 8, GPR151 activ -1.0 and FBW7 activator 0.3.
Screening O=C(/C=C/c1ccco1)NC(=S)Nc1cccc(C(=O)O)c1 returned TEAD-YAP inh -27, MITF inh 69*, GPR151 activ -1.4 and FBW7 activator -0.8.
Cc1cnc(Nc2ccc(-n3ccnc3)cc2)nc1NCCOc1ccccc1 was read as TEAD-YAP inh 16, MITF inh 14, GPR151 activ 2.3 and FBW7 activator 0.0.
`CC1CCCN(C2(O)C(=O)Nc3ccc([N+](=O)[O-])cc32)C1` (stereo not given) gave TEAD-YAP inh 5, MITF inh -4, GPR151 activ 0.3 and FBW7 activator -0.3.
`CCOC(=O)c1ccc(NS(=O)(=O)c2ccc3c(c2)C(C)(C)C(=O)N3C)cc1` gave TEAD-YAP inh -9, MITF inh 11, GPR151 activ 0.1 and FBW7 activator -0.1.
For CCCC(=O)NC(c1ccc(OC)cc1)c1ccc2cccnc2c1O (stereo not given) the results were TEAD-YAP inh 72*, MITF inh 50, GPR151 activ 0.7 and FBW7 activator -1.8.
For O=c1oc2ccccc2c2c1nnn2CCO the results were TEAD-YAP inh 6, MITF inh 1, GPR151 activ 0.3 and FBW7 activator -0.2.
`CCOc1ccc2nc(SC/C=C/c3ccc([N+](=O)[O-])cc3)sc2c1` gave TEAD-YAP inh 5, MITF inh 15, GPR151 activ -0.9 and FBW7 activator 0.3.
CN1Cc2ccccc2CC1C(=O)NCC1Cc2cc(F)cc(-c3cncnc3)c2O1 (stereo not given) was read as TEAD-YAP inh 7, MITF inh 15, GPR151 activ 2.3 and FBW7 activator 0.0.
`CC(C)NS(=O)(=O)c1ccc2c(c1)oc(=O)n2CC(=O)Nc1nccs1` gave TEAD-YAP inh 5, MITF inh 5, GPR151 activ 0.1 and FBW7 activator 0.0.
Cc1ccc(N2CCN(C(=O)CN(C)S(=O)(=O)c3cnc[nH]3)CC2C)cc1 (stereo not given) was read as TEAD-YAP inh 5, MITF inh 8, GPR151 activ 0.8 and FBW7 activator -0.1.
Screening CCOC(=O)Nc1ccc(OCC)cc1 returned TEAD-YAP inh -57, MITF inh -1, GPR151 activ -2.6 and FBW7 activator 0.0.
NC1=NC(=O)/C(=C\c2ccc(-c3cccc(Cl)c3)o2)S1 was read as TEAD-YAP inh -4, MITF inh 15, GPR151 activ 1.4 and FBW7 activator 0.1.
`CCC(=O)N1N=C(c2c(-c3ccccc3)c3cc(Br)ccc3[nH]c2=O)CC1c1ccc(Br)cc1` (stereo not given) gave TEAD-YAP inh 0, MITF inh 7, GPR151 activ -0.8 and FBW7 activator -0.1.
Screening O=C(CN1Cc2ccccc2C1)N1CCCC1c1nc2ccccc2[nH]1 (stereo not given) returned TEAD-YAP inh 8, MITF inh 7, GPR151 activ -1.1 and FBW7 activator 0.0.
Cc1cccc(OCCOc2ccc(Cl)cc2/C=N/n2cnnc2)c1 was read as TEAD-YAP inh -30, MITF inh -11, GPR151 activ 1.1 and FBW7 activator 0.3.
Screening O=S(=O)(c1ccc(I)cc1)N1CCSC1c1ccccc1 (stereo not given) returned TEAD-YAP inh 12, MITF inh 4, GPR151 activ -0.5 and FBW7 activator 0.2.
Screening CC(C)[C@@H](CO)NC(=O)c1cnc2scc(C(C)(C)C)n2c1=O returned TEAD-YAP inh 5, MITF inh 4, GPR151 activ 0.3 and FBW7 activator 0.3.
`CCOc1ccc(C(=O)Nc2ccccc2N2CCN(C(=O)C(C)C)CC2)cc1` gave TEAD-YAP inh 2, MITF inh 1, GPR151 activ -0.5 and FBW7 activator -0.2.
For CC(=O)N(C1=C(N(C)C)C(=O)c2ccccc2C1=O)c1cccc(F)c1 the results were TEAD-YAP inh 95*, MITF inh 13, GPR151 activ -6.9 and FBW7 activator -0.6.
Screening COc1cccc(CNCc2ccco2)c1O returned TEAD-YAP inh 2, MITF inh 35, GPR151 activ -0.4 and FBW7 activator -0.1.
COc1ccc(-n2nc([N+](=O)[O-])c(=Nc3cccc(OC)c3)n2O)cc1 was read as TEAD-YAP inh 14, MITF inh 2, GPR151 activ -0.9 and FBW7 activator -0.1.
`O=C1NC(=S)S/C1=C/c1cc(Cl)c(O)c(Cl)c1` gave TEAD-YAP inh -5, MITF inh -8, GPR151 activ -0.5 and FBW7 activator 0.1.
CCOC(=O)Cn1c(=O)n(-c2ccccc2)c(=O)c2oc3ccccc3c21 was read as TEAD-YAP inh 4, MITF inh 0, GPR151 activ 3.4 and FBW7 activator -0.2.
For CCOc1cccc(C(=O)Nc2ccc(-c3nc4ccccc4[nH]3)cc2)c1 the results were TEAD-YAP inh -32, MITF inh 5, GPR151 activ -1.5 and FBW7 activator 0.1.
`CC1=C(C(=O)OCCOc2ccccc2)C(c2ccc3c(c2)OCO3)C2=C(CC(c3cccs3)CC2=O)N1` (stereo not given) gave TEAD-YAP inh 9, MITF inh -4, GPR151 activ 2.6 and FBW7 activator -0.2.
`COc1ccc(CCn2c(SCC(=O)N(C)Cc3ccccc3)nc3ccccc3c2=O)cc1OC` gave TEAD-YAP inh 25, MITF inh 14, GPR151 activ -1.1 and FBW7 activator 0.1.

Ordered by molecular weight (smallest number first): part of the list above.
Screening CCOC(=O)Nc1ccc(OCC)cc1 returned TEAD-YAP inh -57, MITF inh -1, GPR151 activ -2.6 and FBW7 activator 0.0.
Screening COc1cccc(CNCc2ccco2)c1O returned TEAD-YAP inh 2, MITF inh 35, GPR151 activ -0.4 and FBW7 activator -0.1.
NC1=NC(=O)/C(=C\c2ccc(-c3cccc(Cl)c3)o2)S1 was read as TEAD-YAP inh -4, MITF inh 15, GPR151 activ 1.4 and FBW7 activator 0.1.
Screening O=C(CN1Cc2ccccc2C1)N1CCCC1c1nc2ccccc2[nH]1 (stereo not given) returned TEAD-YAP inh 8, MITF inh 7, GPR151 activ -1.1 and FBW7 activator 0.0.
Cc1cccc(OCCOc2ccc(Cl)cc2/C=N/n2cnnc2)c1 was read as TEAD-YAP inh -30, MITF inh -11, GPR151 activ 1.1 and FBW7 activator 0.3.
CCOC(=O)Cn1c(=O)n(-c2ccccc2)c(=O)c2oc3ccccc3c21 was read as TEAD-YAP inh 4, MITF inh 0, GPR151 activ 3.4 and FBW7 activator -0.2.
`CCOc1ccc(C(=O)Nc2ccccc2N2CCN(C(=O)C(C)C)CC2)cc1` gave TEAD-YAP inh 2, MITF inh 1, GPR151 activ -0.5 and FBW7 activator -0.2.
Screening O=S(=O)(c1ccc(I)cc1)N1CCSC1c1ccccc1 (stereo not given) returned TEAD-YAP inh 12, MITF inh 4, GPR151 activ -0.5 and FBW7 activator 0.2.
`COc1ccc(CCn2c(SCC(=O)N(C)Cc3ccccc3)nc3ccccc3c2=O)cc1OC` gave TEAD-YAP inh 25, MITF inh 14, GPR151 activ -1.1 and FBW7 activator 0.1.
`CCC(=O)N1N=C(c2c(-c3ccccc3)c3cc(Br)ccc3[nH]c2=O)CC1c1ccc(Br)cc1` (stereo not given) gave TEAD-YAP inh 0, MITF inh 7, GPR151 activ -0.8 and FBW7 activator -0.1.
